TcdB GH inh: TcdB glycohydrolase inhibitors, primary screen, biochemical, single point, plate reader | inhibition, % at 9.99 µM | Toxin B (Clostridioides difficile), P18177 | actives 0.24% (n = 350,000) | TcdB glycohydrolase enzymatic assay | AID 652162, 2013; in the data active means inhibition above about 10%
Target sequence (P18177 whole entry, looked up): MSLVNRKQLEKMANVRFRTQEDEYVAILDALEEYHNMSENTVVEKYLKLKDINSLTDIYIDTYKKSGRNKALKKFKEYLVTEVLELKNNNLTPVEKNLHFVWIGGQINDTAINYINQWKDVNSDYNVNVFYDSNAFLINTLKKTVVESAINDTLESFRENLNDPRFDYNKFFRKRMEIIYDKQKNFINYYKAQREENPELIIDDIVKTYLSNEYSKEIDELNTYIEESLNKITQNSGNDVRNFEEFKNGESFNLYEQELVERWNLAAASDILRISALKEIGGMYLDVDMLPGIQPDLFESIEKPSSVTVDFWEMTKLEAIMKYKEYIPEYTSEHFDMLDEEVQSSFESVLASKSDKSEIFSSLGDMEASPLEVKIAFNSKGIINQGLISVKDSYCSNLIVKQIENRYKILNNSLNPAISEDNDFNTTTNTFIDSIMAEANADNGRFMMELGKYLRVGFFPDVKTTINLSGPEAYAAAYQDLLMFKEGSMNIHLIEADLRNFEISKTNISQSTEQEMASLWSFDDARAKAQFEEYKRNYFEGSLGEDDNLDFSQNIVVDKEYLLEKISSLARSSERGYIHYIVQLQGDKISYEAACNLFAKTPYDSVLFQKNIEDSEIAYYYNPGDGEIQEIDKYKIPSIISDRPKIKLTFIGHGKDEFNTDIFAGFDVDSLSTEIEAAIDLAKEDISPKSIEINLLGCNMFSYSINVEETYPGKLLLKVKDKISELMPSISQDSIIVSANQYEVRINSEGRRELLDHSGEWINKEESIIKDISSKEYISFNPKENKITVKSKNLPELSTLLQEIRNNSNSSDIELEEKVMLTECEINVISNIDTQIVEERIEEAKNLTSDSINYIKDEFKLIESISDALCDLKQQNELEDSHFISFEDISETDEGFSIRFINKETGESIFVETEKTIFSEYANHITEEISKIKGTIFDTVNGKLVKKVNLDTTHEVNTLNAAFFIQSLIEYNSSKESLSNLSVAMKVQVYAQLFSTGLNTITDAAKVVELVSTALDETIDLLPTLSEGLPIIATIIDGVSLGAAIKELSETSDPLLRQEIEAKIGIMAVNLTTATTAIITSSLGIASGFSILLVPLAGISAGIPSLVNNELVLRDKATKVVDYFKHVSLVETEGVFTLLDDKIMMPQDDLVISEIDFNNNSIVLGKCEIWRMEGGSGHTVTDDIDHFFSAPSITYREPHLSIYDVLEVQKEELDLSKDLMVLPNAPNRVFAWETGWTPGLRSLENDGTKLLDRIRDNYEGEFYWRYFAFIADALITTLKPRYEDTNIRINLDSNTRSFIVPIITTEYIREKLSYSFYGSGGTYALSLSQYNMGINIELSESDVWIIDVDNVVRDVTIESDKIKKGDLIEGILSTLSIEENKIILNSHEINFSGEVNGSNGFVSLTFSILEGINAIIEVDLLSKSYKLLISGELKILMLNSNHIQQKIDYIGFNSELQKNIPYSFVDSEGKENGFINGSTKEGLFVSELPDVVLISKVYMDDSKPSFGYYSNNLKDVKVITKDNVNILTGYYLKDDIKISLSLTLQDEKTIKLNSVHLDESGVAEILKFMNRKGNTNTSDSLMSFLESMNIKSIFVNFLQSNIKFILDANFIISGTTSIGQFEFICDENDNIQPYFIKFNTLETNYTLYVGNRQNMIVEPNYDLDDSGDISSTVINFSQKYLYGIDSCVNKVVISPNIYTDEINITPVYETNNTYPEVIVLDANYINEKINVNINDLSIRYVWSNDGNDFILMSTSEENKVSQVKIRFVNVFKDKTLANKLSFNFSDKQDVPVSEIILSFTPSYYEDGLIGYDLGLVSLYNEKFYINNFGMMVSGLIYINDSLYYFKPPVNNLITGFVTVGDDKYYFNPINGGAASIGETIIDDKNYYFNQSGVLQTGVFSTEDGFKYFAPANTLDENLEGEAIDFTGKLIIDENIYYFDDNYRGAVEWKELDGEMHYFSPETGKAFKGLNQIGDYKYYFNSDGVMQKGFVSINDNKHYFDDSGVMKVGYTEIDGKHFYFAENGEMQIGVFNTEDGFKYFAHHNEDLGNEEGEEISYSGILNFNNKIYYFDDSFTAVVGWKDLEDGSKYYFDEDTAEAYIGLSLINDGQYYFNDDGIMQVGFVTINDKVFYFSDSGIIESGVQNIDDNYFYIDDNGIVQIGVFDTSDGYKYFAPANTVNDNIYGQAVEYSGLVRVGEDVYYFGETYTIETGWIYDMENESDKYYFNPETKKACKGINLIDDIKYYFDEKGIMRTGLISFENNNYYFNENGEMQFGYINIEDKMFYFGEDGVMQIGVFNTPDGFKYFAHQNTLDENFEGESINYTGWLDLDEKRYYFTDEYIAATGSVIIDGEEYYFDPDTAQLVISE
Numbers without * were called inactive; & = joins results of further samples. The list is partial. The share of hits here may be higher or lower than overall.

SMILES	TcdB GH inh
CC(C)C#Cc1ccc([C@@H]2[C@@H](CO)N3C(=O)CN(C(=O)c4ccc5c(c4)OCO5)C[C@H]23)cc1	-0.9
O=C(C1=C[C@@H](c2ccc3c(c2)OCO3)C[C@@H](OCc2ccc(CO)cc2)O1)N1CCN(Cc2ccccc2)CC1	-0.8
O=S(=O)(c1ccccc1)N1CCCCN2[C@@H](CO)[C@H](c3ccc(-c4ccccc4)cc3)[C@@H]2C1	-0.4
O=C(C[C@H]1CC[C@@H](NC(=O)Nc2ccc3c(c2)OCO3)[C@@H](CO)O1)NCc1ccc2c(c1)OCO2	-1.3
COc1ccc(S(=O)(=O)Nc2ccc3c(c2)CC(=O)N([C@H](C)CO)C[C@@H](C)[C@@H](CN(C)Cc2ccc(Cl)c(Cl)c2)O3)cc1	-0.2
Cc1cccc(S(=O)(=O)N2CCCCN3[C@@H](CO)[C@@H](c4ccc(C#C[C@@H](C)O)cc4)[C@@H]3C2)c1	0.9
C[C@@H]1CN([C@@H](C)CO)C(=O)c2cc(-c3ccc(F)cc3)cnc2O[C@H]1CN(C)Cc1ccc(C(=O)O)cc1	-0.6
O=C(C[C@H]1CC[C@@H]2[C@H](COC[C@H](O)CN2S(=O)(=O)c2ccc(Cl)cc2)O1)NCc1ccc(Cl)c(Cl)c1	0.7
C[C@@H]1CN([C@H](C)CO)C(=O)c2cc(NC(=O)Cc3ccccc3)ccc2O[C@@H](C)CCCCO[C@H]1CN(C)Cc1ccccc1	0.6
O=C(c1ccc2c(c1)OCO2)N1CC(=O)N2[C@@H](CO)[C@@H](c3ccc(C#Cc4ccccc4)cc3)[C@@H]2C1	0.8
O=C(C[C@H]1C=C[C@H](NC(=O)CN2CCOCC2)[C@H](CO)O1)NC1CCCCC1	0.2
C[C@@H]1CN([C@H](C)CO)C(=O)Cc2cc(NC(=O)Nc3ccc(C(F)(F)F)cc3)ccc2O[C@H]1CN(C)S(=O)(=O)c1ccc(Cl)cc1	0.4
CO[C@H]1CN(C)C(=O)c2ccc(NC(=O)c3cc(C)on3)cc2OC[C@H](C)N(C(C)=O)C[C@H]1C	0.3
COc1ccc(C#Cc2ccc([C@H]3[C@H](CO)N4CCCCN(C(=O)c5ccncc5)C[C@@H]34)cc2)cc1	-1.4
C[C@H]1CN([C@@H](C)CO)C(=O)c2cc(NC(=O)CCCN(C)C)ccc2O[C@@H]1CN(C)S(=O)(=O)c1ccc(Cl)cc1	1.1
C[C@@H]1CN([C@@H](C)CO)C(=O)c2cc(NC(=O)c3ccncc3)ccc2O[C@@H](C)CCCCO[C@H]1CN(C)Cc1ccncc1	0.4
COc1cccc(CN2[C@@H](CO)[C@@H](c3ccccc3)C23CN(C(=O)C2CCCC2)C3)c1	1.2
CC(C)NC(=O)N(C)C[C@H]1Oc2cc(C#Cc3cccc(F)c3)ccc2S(=O)(=O)N([C@H](C)CO)C[C@@H]1C	-1.0
CCC(=O)N(C)C[C@@H]1Oc2cc(C3=CCCC3)ccc2S(=O)(=O)N([C@H](C)CO)C[C@@H]1C	-0.8
C[C@H]1CN([C@@H](C)CO)C(=O)c2cccc(NS(=O)(=O)c3cccs3)c2O[C@@H]1CN(C)S(=O)(=O)c1ccccc1	-0.7
C[C@@H]1CN([C@H](C)CO)C(=O)c2cc(NC(=O)c3ccncc3)ccc2O[C@H]1CN(C)Cc1ccc(Oc2ccccc2)cc1	-0.8
C[C@@H]1CCCCO[C@@H](CN(C)C(=O)Nc2cccc3ccccc23)[C@@H](C)CN([C@H](C)CO)C(=O)c2cc(NC(=O)Nc3cccc4ccccc34)ccc2O1	0.0
CCCNC(=O)N1C[C@H](C)[C@@H](OC)CN(C)C(=O)c2cc(NC(=O)CC)ccc2OC[C@@H]1C	1.3
C[C@H](CO)N1C[C@H](C)[C@H](CN(C)S(=O)(=O)c2ccccc2)OCCCC[C@H](C)Oc2ccc(NC(=O)C3CCCCC3)cc2C1=O	0.8
Cc1noc(C)c1S(=O)(=O)Nc1ccc2c(c1)CC(=O)N([C@H](C)CO)C[C@H](C)[C@H](CN(C)Cc1ccc(Cl)c(Cl)c1)O2	-0.5

Reprinted from the part before: five entries, followed by the next part.
SMILES	TcdB GH inh
C[C@@H]1CN([C@H](C)CO)C(=O)c2cc(NC(=O)c3ccncc3)ccc2O[C@H]1CN(C)Cc1ccc(Oc2ccccc2)cc1	-0.8
C[C@@H]1CCCCO[C@@H](CN(C)C(=O)Nc2cccc3ccccc23)[C@@H](C)CN([C@H](C)CO)C(=O)c2cc(NC(=O)Nc3cccc4ccccc34)ccc2O1	0.0
CCCNC(=O)N1C[C@H](C)[C@@H](OC)CN(C)C(=O)c2cc(NC(=O)CC)ccc2OC[C@@H]1C	1.3
C[C@H](CO)N1C[C@H](C)[C@H](CN(C)S(=O)(=O)c2ccccc2)OCCCC[C@H](C)Oc2ccc(NC(=O)C3CCCCC3)cc2C1=O	0.8
Cc1noc(C)c1S(=O)(=O)Nc1ccc2c(c1)CC(=O)N([C@H](C)CO)C[C@H](C)[C@H](CN(C)Cc1ccc(Cl)c(Cl)c1)O2	-0.5
O=C(C[C@H]1C=C[C@@H](NS(=O)(=O)c2ccc(F)cc2)[C@@H](CO)O1)N1CCC(Cc2ccccc2)CC1	-2.0
COc1ccc(CN(C)C[C@H]2Oc3ccc(NC(=O)Nc4cccc5ccccc45)cc3C(=O)N([C@H](C)CO)C[C@H]2C)cc1	-1.7
C[C@@H]1CCCCO[C@H](CN(C)C(=O)CCC(F)(F)F)[C@@H](C)CN([C@H](C)CO)C(=O)c2cc(NC(=O)Nc3ccccc3)ccc2O1	0.1
C[C@H]1CN([C@@H](C)CO)C(=O)Cc2cc(N(C)C)ccc2O[C@H]1CN(C)Cc1ccc2c(c1)OCO2	-4.7
CCC(=O)N1CC2(C1)[C@H](c1ccccc1)[C@H](CO)N2C(=O)c1ccncc1	0.1
O=C(Nc1ccc(Cl)cc1)N[C@H]1CC[C@@H](CCn2cc(Cc3ccccc3)nn2)O[C@@H]1CO	-1.2
O=C(Nc1ccccc1F)N1[C@@H]2CNC[C@H]1C2c1ccc(-c2cccnc2)cc1 (stereo partly specified)	-1.0&-0.3
CN1C(=O)c2cc(NC(=O)Nc3ccc(Cl)cc3)ccc2OC[C@@H]2O[C@@H](CC(=O)O)CC[C@@H]21	-0.6
COc1cccc(CNC(=O)C[C@@H]2C=C[C@@H](NC(=O)C3CCOCC3)[C@@H](CO)O2)c1	-0.3
CNC[C@H]1OCCCC[C@@H](C)Oc2ccc(NC(=O)Nc3c(C)noc3C)cc2C(=O)N([C@@H](C)CO)C[C@@H]1C	-0.9
O=C(C[C@H]1CC[C@H]2[C@@H](COC[C@@H](O)CN2C(=O)c2ccc(F)cc2)O1)N1CCCCC1	-1.7
COCC#Cc1ccc2c(c1)O[C@@H](CN(C)C(=O)COC)[C@@H](C)CN([C@H](C)CO)S2(=O)=O	1.7
C#Cc1ccc([C@H]2C=C(C(=O)N3CCOCC3)O[C@@H](OCCCCO)C2)cc1	0.3
CCNC(=O)[C@@H]1[C@@H](CO)[C@@H]2Cn3c(ccc(-c4ccccc4)c3=O)[C@@H]2N1Cc1ccc2c(c1)OCO2	1.1
CCC(=O)N1C[C@H](C)[C@@H](OC)CN(C)C(=O)c2ccc(NS(C)(=O)=O)cc2OC[C@@H]1C	2.0
O=C(c1ccc(F)cc1)N1[C@@H](CO)[C@@H]2c3ccccc3NC[C@@H]21	-0.9
Cc1noc(C)c1NC(=O)N(C)C[C@H]1OCCCC[C@H](C)Oc2ccc(NC(=O)C3CCCCC3)cc2C(=O)N([C@H](C)CO)C[C@@H]1C	0.6
COc1ccc(C#Cc2cnc3c(c2)C(=O)N([C@H](C)CO)C[C@H](C)[C@H](CN(C)C(C)=O)O3)cc1	0.8
CN1C(=O)c2cc(NC(=O)c3cccc(F)c3)ccc2OC[C@H]2O[C@@H](CC(=O)NC3CCC3)CC[C@@H]21	-0.2
C/C=C/c1cnc2c(c1)C(=O)N([C@@H](C)CO)C[C@@H](C)[C@H](CN(C)S(=O)(=O)c1ccc(F)cc1)O2	0.0
C[C@@H]1CN([C@H](C)CO)C(=O)Cc2cc(NC(=O)C3CC3)ccc2O[C@H]1CN(C)S(C)(=O)=O	0.3
C[C@H]1CN([C@@H](C)CO)C(=O)Cc2cc(NC(=O)Cn3cnnn3)ccc2O[C@H]1CN(C)Cc1ccc(C(=O)O)cc1	-1.6
CN1C(=O)c2cc(NC(=O)c3ccc(F)cc3)ccc2OC[C@H]2O[C@@H](CC(=O)NCC3CCCCC3)CC[C@@H]21	-6.3
COCCNC(=O)C[C@H]1C[C@@H]2c3cc(NC(=O)C4CCOCC4)ccc3O[C@@H]2[C@@H](CO)O1	0.3
COc1ccc(CNC(=O)C[C@@H]2C[C@H]3c4cc(NC(=O)NC5CCCC5)ccc4O[C@H]3[C@@H](CO)O2)cc1	-0.6
Other results follow:
SMILES	TcdB GH inh
C[C@H]1CN([C@@H](C)CO)C(=O)c2cc(C#Cc3ccc(F)cc3)cnc2O[C@@H]1CN(C)C(=O)c1ccccc1F	0.8
C[C@@H]1CCCCO[C@H](CN(C)C(=O)Nc2ccc3c(c2)OCO3)[C@H](C)CN([C@@H](C)CO)C(=O)c2cc(NC(=O)c3ccncc3)ccc2O1	1.7
N#C[C@H]1[C@@H](c2ccccc2C2=CCCCC2)[C@@H](CO)N1C(=O)NC1CCCC1	-0.3
CCC(=O)N(C)C[C@H]1Oc2cc(-c3ccccc3)ccc2S(=O)(=O)N([C@H](C)CO)C[C@H]1C	-1.3
COc1ccc(C#Cc2ccc([C@@H]3[C@@H](CO)N4C(=O)CN(C(=O)c5ccccc5)C[C@H]34)cc2)cc1	0.3
CCCC#Cc1ccc2c(c1)O[C@H](CN(C)C(=O)Nc1ccc(OC)cc1)[C@H](C)CN([C@@H](C)CO)S2(=O)=O	0.5
CC(C)NC(=O)Nc1ccc2c(c1)C(=O)N([C@H](C)CO)C[C@@H](C)[C@H](CN(C)C(=O)CCCN(C)C)OCCCC[C@@H](C)O2	-0.3
COc1ccccc1C(=O)N1C[C@@H]2[C@H](c3ccccc31)[C@@H](CO)N2C(=O)Nc1ccccc1	0.0
N#C[C@@H]1[C@H](c2ccc(-c3ccccc3F)cc2)[C@@H](CO)N1C(=O)c1ccccn1	-0.1
C[C@@H]1CN([C@H](C)CO)C(=O)c2cc(C#CC3CCCCC3)cnc2O[C@@H]1CN(C)S(=O)(=O)c1cccc(F)c1	-0.9
O=C(O)C[C@H]1C[C@@H]2c3cc(NC(=O)NC4CCCC4)ccc3O[C@@H]2[C@@H](CO)O1	-1.9
COc1ccc2c3c(n(C)c2c1)[C@H](CO)N(CC1CCCCC1)CC31CCN(C(C)=O)CC1	-1.0
COc1ccc(CNC(=O)C[C@@H]2C=C[C@H](NC(=O)Nc3ccc4c(c3)OCO4)[C@@H](CO)O2)cc1	0.7
Cc1noc(C)c1NC(=O)N(C)C[C@@H]1Oc2c(NC(=O)Nc3ccc4c(c3)OCO4)cccc2C(=O)N([C@H](C)CO)C[C@@H]1C	-0.6
COc1ccccc1C#Cc1ccc([C@H]2[C@@H](C#N)N(C(=O)C3CC3)[C@@H]2CO)cc1	1.6
CCC(=O)N1C[C@@H](C)[C@@H](OC)CN(C)C(=O)c2cc(NC(=O)C3CC3)ccc2OC[C@@H]1C	-0.4
C[C@H]1CN([C@@H](C)CO)C(=O)c2cc(NC(=O)CCC(F)(F)F)ccc2O[C@@H]1CN(C)C(=O)Nc1ccccc1	-6.3
CC(C)C#Cc1ccc2c(c1)O[C@H](CN(C)C(=O)c1ccccn1)[C@@H](C)CN([C@@H](C)CO)S2(=O)=O	-1.1
COc1ccc2c3c(n(C)c2c1)[C@H](CO)N(C(=O)C1CCC1)CC31CN(C(=O)CN(C)C)C1	-0.2
Cc1ccc(-c2ccc3c(c2)O[C@@H](CN(C)Cc2ccc(F)cc2)[C@@H](C)CN([C@H](C)CO)S3(=O)=O)cc1	-5.0
O=C(C1CCC1)N1CC(=O)N2[C@H](CO)[C@H](c3ccc(C#CCc4ccccc4)cc3)[C@@H]2C1	0.6
C[C@@H]1CN([C@H](C)CO)C(=O)Cc2cc(NC(=O)C3CCCCC3)ccc2O[C@H]1CN(C)C(=O)Nc1ccc2c(c1)OCO2	0.2
O=C(C[C@@H]1CC[C@H](NC(=O)C2CC2)[C@H](CO)O1)Nc1ccccc1	-1.0
C[C@H](CO)N1C[C@H](C)[C@H](CN(C)S(=O)(=O)c2cn(C)cn2)OCCCC[C@H](C)Oc2ccc(NC(=O)c3ccccc3)cc2C1=O	0.2
COc1ccc(CN2CC3(C2)CN(C(=O)CN(C)C)[C@H](CO)c2[nH]c4cc(OC)ccc4c23)cc1	-0.6

Random excerpt: 6 compounds from above.
SMILES	TcdB GH inh
O=C(O)C[C@H]1C[C@@H]2c3cc(NC(=O)NC4CCCC4)ccc3O[C@@H]2[C@@H](CO)O1	-1.9
CC(C)C#Cc1ccc2c(c1)O[C@H](CN(C)C(=O)c1ccccn1)[C@@H](C)CN([C@@H](C)CO)S2(=O)=O	-1.1
CCCC#Cc1ccc2c(c1)O[C@H](CN(C)C(=O)Nc1ccc(OC)cc1)[C@H](C)CN([C@@H](C)CO)S2(=O)=O	0.5
COc1ccccc1C(=O)N1C[C@@H]2[C@H](c3ccccc31)[C@@H](CO)N2C(=O)Nc1ccccc1	0.0
COc1ccc(CNC(=O)C[C@@H]2C=C[C@H](NC(=O)Nc3ccc4c(c3)OCO4)[C@@H](CO)O2)cc1	0.7
COc1ccc(C#Cc2ccc([C@@H]3[C@@H](CO)N4C(=O)CN(C(=O)c5ccccc5)C[C@H]34)cc2)cc1	0.3

Other structures
SMILES	TcdB GH inh
C[C@@H]1CN([C@H](C)CO)C(=O)Cc2cc(NC(=O)Cc3ccccc3)ccc2O[C@H]1CN(C)C(=O)Nc1ccc(C(F)(F)F)cc1	-0.7
COc1ccc(S(=O)(=O)Nc2cccc3c2O[C@H](CN(C)C(=O)NC(C)C)[C@@H](C)CN([C@@H](C)CO)C3=O)cc1	1.6
O=C(C[C@H]1CC[C@H](NC(=O)CC2CC2)[C@@H](CO)O1)NCc1ccc(-c2ccccc2)cc1	-1.1
CC=Cc1ccc2n(c1=O)C[C@@H]1[C@@H](CO)[C@H](C(=O)NCC)N(C(=O)CC3CC3)[C@H]21 (mixture of isomers)	0.7
Cc1noc(C)c1NC(=O)N(C)C[C@H]1Oc2ccc(NC(=O)Cc3cn(C)c4ccccc34)cc2CC(=O)N([C@@H](C)CO)C[C@@H]1C	-1.4
Cc1ccc(S(=O)(=O)N[C@@H]2CC[C@@H](CC(=O)NCc3ccccc3F)O[C@@H]2CO)cc1	0.0

Source: PubChem (Broad Institute)
